Source: PubChem
STAT1 act: STAT1 signaling activation. NIH 3T3 STAT1-luciferase reporter, IFN-gamma, luminescence; 100% = IFN-gamma alone, no compound. activation (% of control), % at 5.5 µM. 2.6% of 200,000 active. AID 932;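 active = activation above the screen-wide mean activation plus 3 SD, cut at about 130% in these data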;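 note: raw ratio to IFN-gamma control signal so 100% means no change and 0% no light; values of inactives mirror those of a sister screen read the other way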
STAT3 blocker: inhibitors of IL-6 induced STAT3 signaling; 0.89% of 190,000 active; inhibition, % at 5.5 µM; AID 862; U3A cells, IL-6 STAT3-luciferase reporter, luminescence; host cell line lacks STAT1;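 active = inhibition above the mean inhibition across all screened compounds plus 3 SD, cut at about 44% in these data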;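 note: 0% = DMSO only wells and 100% = 100 µM nifuroxazide control wells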
FLuc inhib CS: inhibits firefly luciferase, flagging false hits in luciferase inhibition screens | inhibition, % at 10 µM | 1.5% of 200,000 active | ATPLite firefly luciferase biochemical luminescence, 10 min;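 active = inhibition above about 50% when tested at 10 µM, limit read from the data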
Target sequence (P08659 whole entry, looked up): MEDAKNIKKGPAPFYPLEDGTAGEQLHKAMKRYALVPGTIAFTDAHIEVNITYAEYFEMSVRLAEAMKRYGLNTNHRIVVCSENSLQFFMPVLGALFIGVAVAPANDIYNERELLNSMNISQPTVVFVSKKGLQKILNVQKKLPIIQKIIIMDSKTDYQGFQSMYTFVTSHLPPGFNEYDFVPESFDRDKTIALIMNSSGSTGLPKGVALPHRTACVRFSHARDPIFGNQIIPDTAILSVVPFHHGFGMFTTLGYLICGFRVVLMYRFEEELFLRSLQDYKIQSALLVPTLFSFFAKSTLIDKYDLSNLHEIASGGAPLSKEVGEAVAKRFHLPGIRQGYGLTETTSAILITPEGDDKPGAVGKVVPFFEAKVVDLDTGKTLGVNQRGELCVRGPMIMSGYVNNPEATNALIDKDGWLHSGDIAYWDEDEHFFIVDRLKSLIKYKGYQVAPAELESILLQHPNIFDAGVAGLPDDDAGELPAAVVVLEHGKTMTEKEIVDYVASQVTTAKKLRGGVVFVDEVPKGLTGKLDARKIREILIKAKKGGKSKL
STAT1 inh: inhibitors of IFN-gamma induced STAT1 signaling | NIH 3T3 STAT1-luciferase reporter, luminescence | inhibition, % at 5.5 µM | 0.35% of 200,000 active;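 active = inhibition above a set limit, the mean inhibition across all tested compounds plus 3 SD, cut at about 34% in these data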;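 note: 0% = IFN-gamma with DMSO and 100% = IFN-gamma with 300 µM nifuroxazide; values of inactives mirror those of a sister screen read the other way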
RAM inhibit: yeast RAM network inhibition; S. cerevisiae dse1pr::URA3 reporter, 5-FOA growth OD615, 2 d; analog-sensitive cbk1-as2 kinase mutant strain; 1.8% of 190,000 active; inhibition, % at 50 µM;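 active = inhibition above a set limit, 3 SD over mean compound inhibition, cut at about 8.4% in these data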;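 note: 0% = DMSO-only wells with no growth and 100% = 10 µM 1-NA-PP1 full growth; inhibition rescues growth on 5-FOA so higher OD means more RAM inhibition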
APP 5UTR inh: APP translation inhibition. AID 1285. inhibition, % at 2 µM. 0.82% of 190,000 active. SH-SY5Y APP 5'UTR-luciferase reporter, luminescence;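 active = inhibition above a set limit, derived from the sample mean plus 3 SD, cut at about 45% in these data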; note: values of inactives mirror those of a sister screen read the other way
APP 5'UTR act: APP 5'UTR luciferase reporter activation | 1% of 190,000 active | activation, % at 2 µM | AID 1276 | SH-SY5Y APP 5'UTR luciferase reporter, luminescence; zero percent = DMSO vehicle wells;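 active = activation above a set limit, based on mean plus 3 SD of controls, cut at about 140% in these data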; note: values of inactives mirror those of a sister screen read the other way
STAT3 act: STAT3 signaling activation | U3A cells, IL-6 STAT3-luciferase reporter, luminescence; 100% = signal with IL-6 EC80 alone | AID 871 | 0.91% of 190,000 active | activation (% of control), % at 5.6 µM;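 active = activation above the screen-wide mean of compound activation plus 3 SD, cut at about 130% in these data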;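 note: 0% = background luminescence of wells with medium and substrate only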
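Detection: reporter luminescence signal / Assay system: STAT1-lacking human U3A cells, STAT3 luciferase reporter / Incubation: compound pre-incubation 1 h before IL-6, then 6 h stimulation at 37 °C / Control set: IL-6-only high control / Read-out: % activation relative to IL-6 control / Probe or stimulus: Interleukin-6, 33 ng/mL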
NF-kB expr up: raises NF-kB expression in human neuronal cells | NF-kB reporter expression; active compounds read high | fold change at 12.5 µM | 1.6% of 190,000 active | AID 1239; in the data active = fold change above about 3.3
Hsp70 activator: Hsp70 transcriptional activation, primary screen. HeLa Hsp70 promoter luciferase reporter, luminescence; scaled: vehicle 0, proteasome-inhibitor control 100%. activation, % at 10 µM. 0.04% of 200,000 active. AID 1203;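 active = activation above the mean across all tested compounds plus 3 SD, cutoff set per campaign, cut at about 5.5% in these data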;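 note: 100% = MG132 at 30 µM as the positive control and 0% = DMSO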
* marks the source's active call; other numbers are inactive results; x = no result given.

Every second line gives: STAT1 act	STAT3 blocker	FLuc inhib CS	STAT1 inh	RAM inhibit	APP 5UTR inh	APP 5'UTR act	STAT3 act	NF-kB expr up	Hsp70 activator
- COC(=O)[C@@]1(Cc2ccccc2)[C@@H]2C(=CC(=O)[C@H]2CC(=O)C(=O)N(C)C)CN1C(=O)c1ccccc1
 : 103	-11	-15	-4	0.5	0	0	107	1.1	0.3
- CC(=O)Nc1ccc(S(=O)(=O)NC2(C(F)(F)F)C(=O)Nc3c2c(=O)[nH]c(=O)n3Cc2cccnc2)cc1 (configuration not stated)
 : 105	12	-5	-8	0.9	0	1	94	1.5	-0.3
- S=C(NCC1COc2ccccc2O1)Nc1ccc(Br)cc1 (configuration not stated)
 : 90	-1	-5	12	2.8	-4	4	99	1	-0.1
- CC(=O)c1ccc(NC(=O)C2CCCN2S(=O)(=O)c2ccc(F)cc2)cc1 (configuration not stated)
 : 100	17	-1	0	1.8	0	0	93	1.1	-0.1
- CCOC(=O)C1=C(c2ccccc2)NC(=S)NC1C (configuration not stated)
 : 95	-2	-1	6	3.6	-10	10	108	1	-0.2
- O=C(CCN1CCOCC1)NNC(=S)NC(=O)c1ccc(Br)cc1
 : 109	14	-7	-9	0.9	-1	1	95	1	0.0
- COc1ccc(OCc2nnc(SCC(=O)c3ccccc3)o2)cc1
 : 93	12	-4	6	1.3	-6	6	94	1.3	-0.3
- CC(=O)Oc1ccc2oc(C)c(C(=O)N3CCOCC3)c2c1
 : 94	8	-3	6	1.1	2	-2	98	1.2	0.5
- Cc1cc2cc(CCNC(=O)C3c4ccccc4Oc4ccccc43)c(=O)[nH]c2cc1C
 : 88	-9	-2	13	3.5	16	-16	108	1.1	-0.3
- O=C(Cn1cncn1)N1CCN(c2ccc(F)cc2)CC1
 : 104	14	-6	-5	0.7	2	-2	98	1.1	0.5
- Cc1cc(N)n2ncc(-c3ccc(Cl)cc3)c2n1
 : 140*	-7	-5	-44	0.5	-96	96	110	2.1	0.8
- CC1CC(C)CN(CCOc2ccc(Br)cc2)C1 (configuration not stated)
 : 95	-4	-2	6	0.7	-4	5	102	1.3	-0.2
- COCCNC(=O)CCCCCNS(=O)(=O)c1ccc(C)cc1
 : 106	0	-3	-7	2.1	-10	10	102	1.2	-0.1
- Cc1nc(SCN2C(=O)c3ccccc3C2=O)n[nH]1
 : 108	11	-7	-7	-0.2	6	-6	94	1.1	-0.2
- COc1ccccc1N(CC(=O)NCc1ccccn1)S(C)(=O)=O
 : 96	6	-5	5	0.2	-2	2	98	1.1	0.1
- COc1ccc(NC(=O)N2CCN(c3cccc(C(F)(F)F)c3)CC2)cc1
 : 99	16	-4	1	3.3	23	-23	91	1.1	-0.2
- CC(=O)N1CCn2c3c(c(=O)c4cc(C)ccc42)CCC31 (configuration not stated)
 : 94	4	-4	5	1.0	3	-3	102	0.69	-0.4
- CCOc1ccc(C(=O)N/N=C/c2ccc(-c3ccc(S(=O)(=O)Nc4ncccn4)cc3)o2)cc1
 : 102	6	8	-2	1.0	-8	8	100	1	0.1
- C=C(C)C1CC=C(C)/C(=N/NC(=O)c2cccs2)C1 (configuration not stated)
 : 129*	-3	43	-33	2.0	-63	63	101	3.2	0.1
- CCOC(=O)NC(NS(=O)(=O)c1ccccc1)(C(=O)OCC)C(F)(F)F (configuration not stated)
 : 96	-1	0	4	1.7	9	-9	104	0.96	-0.3
- Cc1ccc(CN2C(=O)CCC2C(=O)NCCCN2CCC(C)CC2)cc1 (configuration not stated)
 : 100	2	-10	0	0.1	-16	16	101	1.1	0.5
- c1ccc(COC2CCCN(Cc3nc(-c4cccs4)no3)C2)nc1 (configuration not stated)
 : 105	0	0	-7	0.2	-9	9	104	1.2	-0.1
- O=C(NC1CCCC1)c1cnc2n(c1=O)CCS2
 : 98	3	-6	2	1.7	1	-1	100	1	-0.1
- Cc1cccc(C)c1NC(=O)C1(C)c2cccc[n+]2CC(=O)N1Cc1cccs1 (configuration not stated)
 : 105	6	0	-8	-1.0	-22	22	98	1	-0.1
- COc1ccc(C(=O)Nc2nnc(-c3ccccc3)o2)cc1OC
 : 100	6	-3	0	7.6	14	-14	98	1	-0.1
- N#Cc1ccc(C(=O)Nc2cccc(NC(=O)c3ccco3)c2)c(F)c1
 : 96	9	-4	4	3.8	4	-4	94	1	-0.5
- CCS(=O)(=O)c1nc2ccccc2n1CC(=O)N1CCCCC1
 : 105	5	-3	2	-0.5	-6	6	97	1.1	0.0
- Cc1nc(NCc2ccc3c(c2)OCO3)c2nnn(Cc3ccccc3)c2n1
 : 104	2	-11	-3	-0.3	-6	6	102	1.3	-0.2
- Cc1ccc(Cn2c(SC(C)C(N)=O)nc3ccccc3c2=O)cc1 (configuration not stated)
 : 90	4	-9	12	0.8	10	-9	101	1.4	-0.2
- COc1cccc(NC(=O)c2cccnc2)c1
 : 103	11	4	-3	2.0	4	-4	97	1.2	-0.1
- CCC(C)NC(=O)c1ccc(CS(=O)(=O)Cc2ccc(Cl)cc2)o1 (configuration not stated)
 : 101	3	-2	-2	1.0	x	x	104	1.1	-0.3
- CN(C(=O)c1ccco1)c1nc2c(s1)CCCC2
 : 130*	32	77*	-33	-0.2	-162	162*	78	4.1*	-0.1
- NC(=O)c1ccc[n+](Cc2ccccc2)c1
 : 97	6	-5	3	0.4	-16	16	100	1.2	-0.4
- O=C(/C=C/c1ccc(F)cc1)N1CCN(c2ncccn2)CC1
 : 111	6	29	-15	0.5	-15	15	101	1.2	0.2
- COC(=O)c1cccc(CSc2nnc(C)s2)c1
 : 105	-3	-5	-5	0.0	-25	25	111	1.6	-0.2
- Cc1ccc(C2=NN=C(NC(=O)CSc3nc(C)cc(C)n3)SC2)cc1
 : 96	9	-7	5	1.7	3	-3	97	0.98	-0.2
- COC(=O)c1cn(Nc2ncc(C(F)(F)F)cc2Cl)c(=O)c2ccccc12
 : 101	9	-4	-1	3.4	0	0	96	1	-0.3
- CN(C)S(=O)(=O)Oc1ccc(Cl)cc1C(=O)Nc1cccc(C(F)(F)F)c1
 : 93	-7	-8	8	3.1	-6	6	116	1	-0.2
- CCOC(=O)N1CCN(C(=O)C2CCN(S(=O)(=O)c3ccc(Br)s3)CC2)CC1
 : 95	3	-6	5	0.4	7	-7	98	1.2	0.1
- COC(=O)c1sc(N)c(C(=O)OC)c1CSc1nnnn1C
 : 103	2	-10	-3	1.4	0	0	103	1.1	0.2
- O=C(COC(=O)c1ccc([N+](=O)[O-])s1)NC(=O)NCc1ccccc1
 : 89	7	2	12	0.9	-9	9	96	0.97	-0.2
- CC(/C=N\N1CCN(c2ccc(Cl)cc2)CC1)=C\c1ccccc1
 : 106	2	-3	-16	1.9	22	-22	107	0.87	-0.2
- COc1ccccc1NC(=O)Cc1noc(CSc2nnc(C(F)(F)F)n2C)n1
 : 100	9	1	0	0.1	14	-14	99	1.2	0.1
- CCC(C)(C)NC(=O)COc1ccc(C(=O)c2ccccc2)cc1
 : 94	2	0	5	-0.3	4	-4	100	1	-0.2
- COc1cc2cc(CN(CCCN3CCOCC3)C(=O)Nc3ccccc3F)c(=O)[nH]c2cc1OC
 : 88	9	-6	12	0.2	-4	4	94	1.2	0.0
- COc1ccc(C(CNC(=O)c2ccc(-n3cnnn3)cc2)N2CCOCC2)cc1 (configuration not stated)
 : 110	7	-8	-11	0.4	-5	5	97	0.62	0.0
- CCOC(=O)C1=C(C)N=C2c3ccccc3C(=O)C2C1c1ccccc1 (configuration not stated)
 : 99	15	-8	1	8.2	-15	15	93	0.75	-0.2
- Nc1nc(N2CCOCC2)n[nH]1
 : 91	15	-7	10	0.4	-1	1	89	1.1	-0.5
- COc1ccc(O[C@H]2C=C[C@@H](c3ccccc3)O[C@@H]2COC(=O)CC/C(C)=N/O[C@@H](C)CN2CCCCc3nc(C)c(C)cc32)cc1
 : 103	-16	-11	-4	-0.8	-8	8	111	0.97	-0.3
- O=C(NCc1ccncc1)C(=O)N/N=C/c1ccc(OCc2ccccc2)cc1
 : 102	2	-6	-2	-0.2	-38	38	98	1.1	0.1
- CCOc1ccccc1NC(=S)N(CCC(C)C)C1CCN(C(C)=O)CC1
 : 95	18	-5	5	0.9	14	-15	93	1.3	-0.1
- Brc1ccc(-c2nnc3sc(CN4CCN(c5ccccc5)CC4)cn23)cc1
 : 93	13	-8	9	1.4	4	-4	95	1.1	-0.4
- CCOC(=O)C1=C(C)OC(N)=C(C#N)C1c1ccc(OC)c(C)c1OC (configuration not stated)
 : 93	7	-11	7	-0.1	0	0	99	1	0.2
- COc1ccc(NC(=O)CSc2nnc(-c3ccoc3C)n2CCc2ccccc2)cc1
 : 104	2	-7	-4	3.6	-7	7	100	1.3	0.0
- Cc1ccc(N(Cc2ccco2)C(=O)c2ccc(N3CCCCC3)c([N+](=O)[O-])c2)cc1
 : 98	26	-3	1	8.2	20	-20	80	1.1	0.3
- Cc1ccccc1OCC(=O)Nc1nc(C)c(C(=O)N(C)C)s1
 : 107	0	3	-7	0.7	-26	25	99	1.3	0.0
- CCCc1ccc(Oc2coc3cc(OCC(=O)Nc4ccccc4C)ccc3c2=O)cc1
 : 95	-11	-2	6	4.7	-5	5	113	1	0.1
- O=C(Cn1cnc2ccccc21)Nc1cccc([N+](=O)[O-])c1
 : 90	21	6	10	1.4	-1	1	88	0.92	0.0
- COC(=O)CSCC(=O)Nc1nnc(-c2cccc(C)c2)s1
 : 86	15	9	14	2.2	-7	7	89	1.1	0.0
- C/C(=N\NC(=O)c1ccc(CSc2nc(C)cc(C)n2)cc1)C1CCCCC1
 : 100	-1	-1	0	1.5	-24	24	103	0.9	-0.5

(list continues)
Every second line gives: STAT1 act	STAT3 blocker	FLuc inhib CS	STAT1 inh	RAM inhibit	APP 5UTR inh	APP 5'UTR act	STAT3 act	NF-kB expr up	Hsp70 activator
- CCOc1cc(-c2cc(-c3ccc(C)cc3)nc(N)c2C#N)ccc1O
 : 101	5	-7	2	4.9	28	-28	96	0.74	-0.1
- CCCN(CCC)CCNc1c(N2CCN(C(=O)OCC)CC2)c(=O)c1=O
 : 102	0	-1	-3	2.9	-5	5	102	1	-0.2
- Cc1cccc2cc(C#N)c(SCC(=O)NNC(=O)Cc3ccccc3)nc12
 : 103	-3	-3	-3	3.4	2	-2	103	1.2	0.1
- CCN(CC)NC(=O)Nc1ccccc1
 : 96	4	0	2	0.1	23	-23	99	1.5	0.4
- O=C(O)c1cccc(NS(=O)(=O)c2ccc(C3CCCCC3)cc2)c1
 : 97	6	-6	4	3.6	10	-10	100	x	0.0
- C1CCN(c2nc(N3CCCC3)nc(N3CCNCC3)n2)C1
 : 90	13	1	12	2.9	-3	3	95	0.88	-0.1
- O=C1Nc2cc(S(=O)(=O)N3CCCC3)ccc2N2CCCC12 (configuration not stated)
 : 98	11	0	3	0.7	-16	16	93	1.1	-0.5
- C#CCn1cnc2c(cnn2-c2ccc(C)c(C)c2)c1=O
 : 125	16	3	-27	3.2	-37	37	88	1.8	0.0
- O=C(O)C(Cc1cc2ccccc2[nH]1)N1C(=O)C2CC=C(Cl)CC2C1=O (configuration not stated)
 : 96	-44	-8	5	1.5	-2	2	142*	1	-0.5

This is a random part of the collection; any-hit rate near 7.7%.
